Source: PubChem BioAssay
RPL19A TOR yeast: yeast TOR pathway RPL19A-GFP modulation; S. cerevisiae RPL19A-GFP strain, flow cytometry, 3 h; stronger effect = lower value; percent response vs DMSO, % at 10 µM; 330,000 compounds, 0.3% hits;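 active means percent response vs DMSO below 50%; inconclusive means fewer than 70 events counted for the yeast strain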;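 further: median channel GFP fluorescence of the barcoded RPL19A-GFP strain; ratio of sample median GFP to plate DMSO average so 100% = DMSO; lower means less RPL19A-GFP as with rapamycin TOR inhibition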
GRK2 inh: inhibitors of human GRK2 displacing RNA aptamer. P25098. AID 488847. bead flow cytometry, FAM-aptamer displacement from GRK2. inhibition of aptamer binding, % at 10 µM. 330,000 compounds, 0.59% hits;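 active means inhibition of aptamer binding above 40%, roughly 3 SD of noise, on plates passing a quality check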;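 further: median bead fluorescence of bound FAM aptamer so fluorescent compounds give negative values; no value below 0 was filed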
VLA-4 inh: inhibition in a human VLA-4 binding assay; 330,000 compounds, 0.2% hits; P13612; inhibition, % (about 7 µM as worked out from the volumes in the protocol); AID 2557; VLA-4 expressing cells, ligand binding flow cytometry; in the data active means inhibition above about 50%
Target sequence (P13612 whole entry, looked up): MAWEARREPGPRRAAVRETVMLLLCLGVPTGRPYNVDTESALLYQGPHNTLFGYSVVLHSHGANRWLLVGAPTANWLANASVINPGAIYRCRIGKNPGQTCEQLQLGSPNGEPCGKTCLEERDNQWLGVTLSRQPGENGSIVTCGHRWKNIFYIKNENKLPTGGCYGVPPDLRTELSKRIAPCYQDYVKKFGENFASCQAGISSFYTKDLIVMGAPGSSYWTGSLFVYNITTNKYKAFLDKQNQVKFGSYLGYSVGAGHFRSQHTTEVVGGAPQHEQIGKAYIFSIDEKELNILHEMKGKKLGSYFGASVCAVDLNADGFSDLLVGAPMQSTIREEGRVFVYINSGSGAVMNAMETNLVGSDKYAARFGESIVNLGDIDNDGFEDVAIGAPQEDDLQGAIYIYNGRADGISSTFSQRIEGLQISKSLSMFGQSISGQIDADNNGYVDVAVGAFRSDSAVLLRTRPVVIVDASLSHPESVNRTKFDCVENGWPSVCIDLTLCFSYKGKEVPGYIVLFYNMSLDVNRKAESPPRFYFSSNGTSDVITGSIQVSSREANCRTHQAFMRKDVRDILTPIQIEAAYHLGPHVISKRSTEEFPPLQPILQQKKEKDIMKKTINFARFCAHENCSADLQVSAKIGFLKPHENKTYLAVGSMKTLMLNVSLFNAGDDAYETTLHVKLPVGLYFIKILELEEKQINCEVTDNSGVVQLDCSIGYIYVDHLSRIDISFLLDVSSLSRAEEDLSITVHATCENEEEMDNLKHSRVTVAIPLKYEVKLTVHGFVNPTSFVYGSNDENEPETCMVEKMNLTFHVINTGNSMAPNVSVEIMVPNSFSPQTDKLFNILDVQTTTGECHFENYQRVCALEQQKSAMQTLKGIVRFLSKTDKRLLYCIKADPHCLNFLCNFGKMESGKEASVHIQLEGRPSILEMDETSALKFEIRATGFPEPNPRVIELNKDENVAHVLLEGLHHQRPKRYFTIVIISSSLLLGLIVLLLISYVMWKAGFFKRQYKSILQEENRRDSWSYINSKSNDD
CIT2 TOR yeast: yeast TOR pathway CIT2-GFP modulation | 320,000 compounds, 0.065% hits | GFP response vs DMSO, % at 10 µM | S. cerevisiae CIT2-GFP strain, flow cytometry, 3 h; 100 means same as DMSO wells;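 active means GFP response relative to DMSO above a set limit, near the screen mean plus 3 SD, cut at about 150% in these data; inconclusive means Fewer than 70 cells measured for a yeast strain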;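 further: ratio of well median GFP fluorescence to mean of DMSO wells on the plate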
MEP2 TOR yeast: modulators of TOR pathway MEP2-GFP in S. cerevisiae; S. cerevisiae MEP2-GFP strain, flow cytometry GFP, 3 h; 100% = DMSO control level; GFP response vs DMSO, % at 10 µM; 330,000 compounds, 0.51% hits; AID 2016;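 active means GFP response versus DMSO above a set limit, roughly screen mean plus 3 SD, cut at about 180% in these data; inconclusive means fewer than 70 cells counted for a yeast strain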;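 further: median GFP fluorescence of the barcode-gated MEP2-GFP cells per well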
LAP4 TOR yeast: alters LAP4-GFP fluorescence in TOR pathway yeast screen | S. cerevisiae LAP4-GFP multiplex, flow cytometry GFP, 3 h; median GFP as percent of DMSO wells | GFP response vs DMSO, % at 10 µM | 320,000 compounds, 0.34% hits | AID 2023;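 active means GFP response vs DMSO above a set limit, about the screen mean plus 3 SD, cut at about 150% in these data; inconclusive means under 70 cell events counted for the yeast strain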
AGP1-GFP MLPCN: alters AGP1-GFP fluorescence in TOR pathway yeast screen | S. cerevisiae AGP1-GFP multiplex flow cytometry, 3 h; GFP as percent of DMSO wells | GFP response vs DMSO, % at 10 µM | 320,000 compounds, 0.02% hits | AID 2066;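 active means GFP response relative to DMSO above a set limit, near screen average plus 3 SD, cut at about 150% in these data; inconclusive means fewer than 70 cells counted for the yeast strain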;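 further: median GFP channel fluorescence of the gated AGP1 strain per well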
GASC-1 inh: human JMJD2C demethylase inhibition. 330,000 compounds, 0.069% hits. GST-JMJD2C(1-420) H3K9me3 demethylation, DELFIA europium. inhibition, % at 2.35 µM. AID 2099;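 active means more than half of a compound's replicate wells show inhibition beyond 50%, single wells judged on their own value; inconclusive means some, but no more than half, of replicates pass 50% inhibition; inactive means no replicate passes 50% inhibition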;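 further: signal counts dimethyl H3K9 product captured on neutravidin plate; 0% = median of DMSO wells and 100% = 0.3 times that DMSO median; strong numbers were not always called active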
* = called active by the depositor; ? = inconclusive; / = no result given; & = joins results of further samples; [ ] = another dose, or the depositor's remark.

SMILES	RPL19A TOR yeast	GRK2 inh	VLA-4 inh	CIT2 TOR yeast	MEP2 TOR yeast	LAP4 TOR yeast	AGP1-GFP MLPCN	GASC-1 inh
COc1cccc(CNC(=O)COC(=O)/C=C/c2ccc(SC)cc2)c1	103	0	-7	91	98	89	87	-1
Cc1nc2cc(-c3ccccc3)sc2c(=O)n1N	97	0	12	97	94	94	89	-7
COc1ccc(C)cc1-n1nnnc1SCC1CCCO1 (centres undefined)	103	3	-12	100	101	101	100	-7
FC(F)(F)c1cc(Sc2ccccc2)nc(-c2ccccn2)n1	88	0	-4	63	142	134	94	-7
CS(=O)(=O)N1CCCC(C(=O)Nc2c(F)cccc2F)C1 (centres undefined)	108	0	-5	108	108	91	104	2
Cc1nn(Cc2ccccc2)c2c1C(c1ccc(Cl)cc1)C(C#N)=C(N)O2 (centres undefined)	94	0	0	91	98	92	93	10
CN(C)CCCOc1cccc(Oc2ccccc2)c1	98	8	-5	95	103	89	98	-3
Cc1ccccc1OC(=O)c1cccnc1	98	0	5	99	103	96	98	13
COc1ccc(OC)c(Cc2nnc(CCC(=O)NC3CCCCC3)o2)c1	100	0	15	104	98	108	109	5
CCOC(=O)NC1=NCC(C)S1 (centres undefined)	106	2	8	108	106	106	108	3
COc1ccc(N2CCN(C(=O)CSc3ccc(C)cc3)CC2)cc1	92	4	4	91	93	114	96	0
COc1ccc(S(=O)(=O)N2CCOCC2)cc1NC(=O)CN1CCN(C)CC1	99	0	-2	108	101	117	116	-5
O=C(CCC1CCCN(c2ncccn2)C1)NCc1ccccc1F (centres undefined)	108	3	6	101	107	90	105	-16
O=C(O)Cn1nnnc1SCC(=O)Nc1ccc(OC(F)(F)F)cc1	94	0	-6	102	103	102	107	5
Cc1ccnc(NC2CCCCC2)c1	100	1	10	93	106	107	104	-27
CCCCN(C(=O)NC(=O)C1=C(N2CCOCC2)/C(=C/c2ccccc2)CC1)S(C)(=O)=O	96	2	-2	91	93	112	96	-4
O=C(Cc1ccc(-n2cccc2)cc1)NC1CCCCC1	98	45*	11	96	104	106	89	-16
Cc1ccc2nc(SCCC(=O)O)cc(C)c2c1	90	1	-17	88	94	93	85	8
CCC(Oc1ccccc1)C(=O)NCCOC (centres undefined)	100	0	14	92	101	103	97	8
Cc1ccc2nc(NC(=O)CN(C)S(=O)(=O)c3ccc(Br)s3)sc2c1	94	2	2	84	101	100	97	-10&6
Cc1ccccc1NS(=O)(=O)c1nnc(NC(=O)C(C)C)s1	103	1	5	98	97	98	101	-6
CCOC(=O)c1ccc(CC(=O)c2ccc(O)cc2O)o1	97	0	14	111	101	101	86	-4
O=C1c2ccccc2C(=O)N1CCCCN(C(=O)c1cccc([N+](=O)[O-])c1)c1ccc(Cl)cc1	96	0	0	93	100	104	100	4
Cn1cnnc1Sc1cc(N2CCN(S(=O)(=O)c3ccccc3)CC2)ccc1[N+](=O)[O-]	105	3	-1	102	104	88	103	-4
COc1ccccc1CN1CCN(Cc2cc(OC)c(OC)cc2OC)CC1	106	3	-37	105	114	99	104	-1
CCCOc1cccc(C(=O)Nc2ccc(CN3CCOCC3)cc2)c1	102	2	-15	103	101	94	102	78
COc1ccc(NC(=O)CCNS(=O)(=O)c2ccccc2F)cc1S(N)(=O)=O	101	0	-4	106	103	89	99	0
COCCCN=C1NN=C(c2cc(C)n(-c3ccccc3)c2C)CS1	106	0	-3	105	104	98	106	5
O=C1c2ccccc2C(=O)N1CCCC(=O)N1CCc2ccccc21	93	0	0	85	89	91	93	-4
Cc1nn(C)cc1S(=O)(=O)N1CCCC(C(=O)O)C1 (centres undefined)	99	1	3	103	101	107	107	13
c1ccc(CSc2n[nH]c(-c3ccco3)n2)cc1	106	3	-10	103	107	103	102	-5
COc1ccccc1NC(=O)CSc1nc(O)cc(=O)n1-c1ccccc1OC	103	1	4	103	101	104	97	/
CCOc1cc(CNCCO)cc(Br)c1OCc1ccc(Cl)cc1	97	0	30	98	98	98	96	-14
CC(C)(C)N(NC(=O)c1ccccc1)C(=O)c1cccc(C(=O)N(NC(=O)c2ccccc2)C(C)(C)C)c1	104	3	3	101	113	103	103	-6
CCCC(=O)Nc1nc(-c2ccc3c(c2)CCN3S(C)(=O)=O)cs1	102	0	-13	102	110	97	105	-1
COc1ccc(OC)c(C(=O)c2ccccn2)c1	90	0	-7	98	96	88	89	-7

Part of the list above, with the structure last:
RPL19A TOR yeast | GRK2 inh | VLA-4 inh | CIT2 TOR yeast | MEP2 TOR yeast | LAP4 TOR yeast | AGP1-GFP MLPCN | GASC-1 inh | Structure
100 | 0 | 15 | 104 | 98 | 108 | 109 | 5 | COc1ccc(OC)c(Cc2nnc(CCC(=O)NC3CCCCC3)o2)c1
103 | 1 | 4 | 103 | 101 | 104 | 97 | / | COc1ccccc1NC(=O)CSc1nc(O)cc(=O)n1-c1ccccc1OC
108 | 0 | -5 | 108 | 108 | 91 | 104 | 2 | CS(=O)(=O)N1CCCC(C(=O)Nc2c(F)cccc2F)C1 (centres undefined)

(next part)
SMILES	RPL19A TOR yeast	GRK2 inh	VLA-4 inh	CIT2 TOR yeast	MEP2 TOR yeast	LAP4 TOR yeast	AGP1-GFP MLPCN	GASC-1 inh
CCOc1ccccc1N1CCN(C(=O)CSc2ccc3c(c2)OCCO3)CC1	98	0	0	93	104	107	100	14
Cc1ccc(C2OCC3(CO)COC(c4ccc(C)cc4)N23)cc1 (centres undefined)	97	0	-6	96	104	95	97	1
CCOc1cc(/C=N\NC(=O)OC(C)(C)C)ccc1OC(=O)c1ccco1	97	4	13	100	95	89	100	10
O=C(CN(c1ccc(Cl)c(Cl)c1)S(=O)(=O)c1ccccc1)N1CCc2ccccc2C1	93	2	19	92	93	98	95	2
CN1CCN(CCC(=O)N/N=C/c2ccccc2F)CC1	98	0	-5	107	112	112	105	-5
Cc1ccc2cc(CN(CCN3CCCC3)C(=O)Nc3ccccc3)c(=O)[nH]c2c1C	93	0	13	90	100	95	95	7
COc1ccc(C(=O)Nc2ccccc2C(=O)O)cc1NC(=O)C(c1ccccc1)c1ccccc1	101	0	2	107	97	105	106	-1
COc1cc(C(=O)Nc2cccc(-n3cnnn3)c2)cc(Cl)c1OC	101	0	-1	112	113	97	102	-34
CCOC(=O)N1CN(C(=O)OCC)CN(C(=O)OCC)C1	101[may fluoresce violet]	2	5	?	108[may fluoresce violet]	79[may fluoresce violet]	23[may fluoresce violet]	4
CCC/C(=N\NC(=O)CCC(=O)NCc1ccccc1)c1ccccc1	102	1	-2	101	98	98	101	12
Cc1ccc(C(=O)N2CCCC(CCC(=O)N3CCN(c4ccccn4)CC3)C2)s1 (centres undefined)	90	0	5	90	86	89	90	1
O=C1C(=O)N(Cc2cccs2)c2ccccc21	91	3	13	88	88	78	84	2
O=c1c(CN2CCN(Cc3ccccc3)CC2)coc2ccc(Cl)cc12	99	3	6	100	100	109	/	3
CCOC(=O)CCCCC(=O)c1[nH]c(=O)[nH]c1Cn1cnc2ccccc21	106	1	-5	105	111	101	106	5
S=c1[nH]nc(-c2ccco2)n1/N=C/c1c(Cl)cccc1Cl	100	0	-1	104	101	101	104	-6
Cc1nnc(NC(=O)NC(C)N2C(=O)C3C4C=CC(C4)C3C2=O)s1 (centres undefined)	100	1	18	99	108	102	98	6
CCOc1cc(CNc2nn[nH]n2)ccc1OCC(=O)NC(C)(C)C	94	0	10	80	89	87	83	41
O=C(NCCOc1ccccc1)c1ccccc1SCC(=O)N1CCCC1	102	4	11	100	93	98	101	-12
Cc1cccc(C)c1NC(=O)c1cc(S(=O)(=O)N2CCOCC2)cn1C	93	1	43	95	95	93	92	-5
O=C(Nc1ccccc1F)c1ccc(COc2ccc(Cl)cc2Cl)o1	97	1	16	97	97	106	99	1
Cc1ccc(C)c(CNS(=O)(=O)c2c(C)[nH]c(C)c2C(=O)N2CCCCC2)c1	96	1	1	97	93	93	100	4
O=C(O)C[C@]1(C(=O)Nc2ccc(F)cc2)CC(/C=C/c2ccccc2)=NO1	106	2	6	99	107	102	103	6
O=C(Nc1ccc(-c2nc3ncccc3o2)cc1)c1ccco1	102	0	-2	103	99	108	103	-2
CC(C)(C)C1COc2ccccc2N1C(=O)c1cccc(Cl)c1 (centres undefined)	102	2	-8	109	105	92	101	44
CCOc1ccc(Nc2nc(Cc3nnc(SCC(=O)c4ccc(C)c(C)c4)o3)cs2)cc1	97	1	-1	98	108	109	100	5
CC(=O)O/N=C/c1c(C)c(C=O)n2ccccc12	103	8	-15	102	100	95	99	2
CCCCCCCCSc1nnc(/N=C/N(C)C)s1	95	2	12	87	97	107	98	0
CCCOc1ccc(C(=O)NCc2ccco2)cc1	106	2	-8	98	104	110	101	6
C=CCNC(=O)NC(=S)c1ccccc1	96	0	8	101	103	96	96	-3
COC(=O)c1cc(NC(=O)CN(c2ccc3c(c2)OCO3)S(C)(=O)=O)ccc1Cl	107	0	-5	102	107	106	104	-22
Cc1cc2cc(CCNC(=O)c3ccc(S(=O)(=O)N4CCOCC4)cc3)c(=O)[nH]c2cc1C	99	3	16	104	95	95	106	2
Cc1cccn2c(NC(=O)c3cccs3)c(-c3ccccc3)nc12	103	0	2	100	118	97	98	-49
CCc1nnc(NC(=O)CCC(=O)N2CCN(S(=O)(=O)c3cc(Cl)ccc3OC)CC2)s1	104	0	-3	107	113	95	104	-16
COc1ccc(C(CNC(=O)c2cccc(S(=O)(=O)N(C)c3ccccc3)c2)N2CCCC2)cc1 (centres undefined)	101	0	13	100	105	97	105	5
CCOc1ccccc1NC(=O)COn1nnc2ccc(Cl)cc21	102	4	-154	109	103	97	104	-23
COc1ccc(NC(=O)Cc2nnc(SCC(=O)Nc3cc(C)ccc3OC)n2C)cc1	97	4	11	92	96	79	92	1
Cc1cccc(C2NS(=O)(=O)N=C2N)c1 (centres undefined)	100	1	-4	94	95	96	97	-4
CN(C)C(C)(C)C#CCCCCC#CC(C)(C)N(C)C	100	0	-5	103	101	93	99	1
CC(=O)N1N=C(c2ccc(Br)cc2)OC1(C)CC(=O)Nc1ccccc1 (centres undefined)	102	31	-2	100	106	95	103	3
CC(C)NC(=O)NC(=O)COc1cccc2c1OC(C)(C)C2	98	2	-8	108	108	102	102	3
COCCSc1nnc(NS(=O)(=O)Cc2ccccc2)s1	96	0	6	95	103	96	102	-2
Cn1c(=O)c2cc(S(=O)(=O)N3CCOCC3)ccc2n(C)c1=O	95	0	6	103	103	93	95	8
C=CCNC(=S)NC(=O)c1csc([N+](=O)[O-])c1	99	2	7	110	100	105	104	-34
C/C(=N\O)C(C)(C)Nc1cccc(F)c1	96	2	15	91	87	99	97	-5
CCN(CC(=O)Nc1c(F)cccc1F)C(=O)CCOc1ccccc1	106	5	-2	98	98	89	102	-3
CCCCn1cnc2c1c(=O)n(C)c(=O)n2C	97	0	14	104	99	98	101	-14
Cc1cccc(NC(=S)NC(=O)c2ccc(Br)o2)c1	93	8	11	97	100	122	98	19
O=C(NCc1ccccc1C(F)(F)F)C1CC(c2ccccc2C(F)(F)F)=NO1 (centres undefined)	105	2	-2	114	92	106	88	2&28
O=C1c2ccccc2C(=O)N1CC1c2ccccc2CCN1S(=O)(=O)c1ccccc1 (centres undefined)	99	1	9	102	102	96	96	2
CCCCN(C(=O)CCCc1nc2ccccc2c(=O)[nH]1)c1c(N)n(CCCC)c(=O)[nH]c1=O	97	0	12	89	95	73	83	17
